MEKK2mut PB1 HTS = signal of MEK5 binding to mutant human MEKK2 PB1 domain; bead flow cytometry, Alexa488-MEK5 binding to MEKK2 mutant; percent response, % at 10 µM; hit rate 0.35% among 290,000; in the data active = percent response above about 24%, passing the limit was not always enough; note: inactives centre near 1; some results filed as inactive read as strong as hits; reference of the scale not given here
UBC9 SUMO inh = inhibitors of human SUMOylation (UBC9); HTRF SUMOylation assay, SAE1/SAE2 + UBC9, in vitro; P63279; inhibition, % at 35 µM; hit rate 0.36% among 290,000; AID 2006; in the data active = inhibition above about 50%, passing the limit was not always enough; note: strong numbers were not always called active
Target sequence (P63279 whole entry, looked up): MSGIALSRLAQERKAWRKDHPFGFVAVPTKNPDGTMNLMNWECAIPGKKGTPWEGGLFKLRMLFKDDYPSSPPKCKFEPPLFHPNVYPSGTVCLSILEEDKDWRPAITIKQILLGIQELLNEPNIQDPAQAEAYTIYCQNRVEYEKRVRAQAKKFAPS
NS3 helicase inh = HCV NS3 helicase inhibition. NS3 helicase DNA unwinding, Cy5 molecular beacon fluorescence. hit rate 0.56% among 290,000. AID 1800. inhibition, % at 10.9 µM;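 active = inhibition above the mean of all tested compounds plus 3 SD, set per campaign, cut at about 35% in these data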;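 note: 0% = DMSO wells and 100% = thioflavine S control wells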
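Assay system: hepatitis C virus NS3 helicase domain fragment enzyme. Also added: annealed dual-labelled DNA beacon duplex, ATP-started. Timing: 1 h reaction at 25 °C, ATP-initiated. Technique: Cy5 fluorescence at 0 and 60 min, beacon hairpin quenching. Evaluation: % inhibition of unwinding. Replication: one well per compound.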
MEKK2 WT-MEK5 = raises or lowers MEK5 binding to wildtype human MEKK2 PB1 domain | bead flow cytometry, Alexa488-MEK5 binding to MEKK2 WT; actives lie on both sides | hit rate 1.1% among 290,000 | AID 1531 | Q9Y2U5 | binding response (% of control), % at 10 µM; in the data active = binding response below about 67% or above about 130%
FID counter = displaces DNA intercalator in HCV helicase counter-screen. DNA fluorescent intercalator displacement, fluorescence. hit rate 0.17% among 290,000. AID 1845. inhibition, % at 7.9 µM; in the data active = inhibition above about 37%;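 note: 0% = vehicle and 100% = reference compound; higher means more ethidium bromide displaced from hairpin DNA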
CRFBP-R2 block = blocks CRF-induced signaling of the CRF-BP/CRF-R2 complex; HEK293 CRF-R2/CRF-BP, CRF-induced calcium fluorescence; inhibition, % at 11.8 µM; hit rate 0.59% among 350,000; AID 588475;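 active = inhibition of the ligand-induced calcium signal above about 50% at the single tested concentration, limit read from the data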
GalR3 antagonist = antagonists of human GalR3 | O60755 | HEK293 GalR3-CNG cAMP membrane potential fluorescence; galR3 body fused to GalR1 C-terminus | inhibition, % at 3 µM | hit rate 0.44% among 360,000 | AID 651719;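 active = inhibition above the screen-wide average plus 3 SD, cut at about 13% in these data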;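 note: forskolin and galanin both at EC90 stimulate the cells; cAMP rise reported by CNG channel membrane potential dye signal; 0% = forskolin plus galanin with DMSO and 100% = forskolin alone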
Target sequence (O60755 1-299 limits assumed): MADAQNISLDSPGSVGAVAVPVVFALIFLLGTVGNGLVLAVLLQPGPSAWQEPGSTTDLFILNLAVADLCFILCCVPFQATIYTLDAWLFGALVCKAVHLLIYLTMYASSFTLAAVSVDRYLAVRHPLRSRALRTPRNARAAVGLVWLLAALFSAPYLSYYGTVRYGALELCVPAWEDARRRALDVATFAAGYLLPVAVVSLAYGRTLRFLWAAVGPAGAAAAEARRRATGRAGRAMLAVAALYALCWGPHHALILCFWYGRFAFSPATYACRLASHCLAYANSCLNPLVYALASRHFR
CRFR2-BP ag = agonists of human CRF-binding protein/CRF-R2 receptor complex | activation, % at 13.2 µM | hit rate 0.46% among 350,000 | HEK293 CRF-R2/CRF-BP, calcium dye fluorescence (FLIPR); percent of saturating CRF peptide response;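 active = activation of at least 50%, plus an integration ratio under a set limit after plate pattern correction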;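 note: plate controls were neutral control wells without compound for no effect and CRF at EC100 for full effect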
MEKK3 PB1 HTS = raises or lowers MEK5 binding to the human MEKK3 PB1 domain. Q99759. bead-based flow cytometry, Alexa488-MEK5 binding to MEKK3; actives lie on both sides; 0 = blocked by unlabeled MEK5, 100 = vehicle. binding response (% of control), % at 10 µM. hit rate 1.4% among 290,000. AID 1529;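 active = binding response more than 3 SD above or below the average of its plate-row segment, actives on both sides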;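 note: Alexa488 bead fluorescence after subtracting the streptavidin-only scavenger bead signal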
* marks the source's active call; other numbers are inactive results; . = not tested or not shown. Some of the compounds tested; count on the stated rates, not on these rows.

SMILES	MEKK2mut PB1 HTS	UBC9 SUMO inh	NS3 helicase inh	MEKK2 WT-MEK5	FID counter	CRFBP-R2 block	GalR3 antagonist	CRFR2-BP ag	MEKK3 PB1 HTS
CCC(C)(C)NC(=O)Cc1ccc(C)cc1	3	10	-11	98	-3	7	-5	-0.1	99
CCc1nnc(NC(=O)C2(C)COC(c3ccc(OC)cc3)OC2)s1 (stereo not drawn)	-14	-10	-10	76	-25	1	-1	5.4	87
CCOC(=O)c1cc2c(=O)c3cc(C)ccc3oc2nc1C	2	11	-2	98	-3	67*	.	-1.0	99
COc1cc(CNn2cnnc2)ccc1OCC(=O)NC1CCCCC1	-3	20	-2	96	-8	0	-3	-0.7	96
COc1ccc(CCc2nc(-c3ccc(-n4cccc4)cc3)no2)cc1	1	13	0	102	1	18	-2	-1.3	101
CN1c2ccccc2-c2nc3ccccc3n2C1c1ccccn1 (stereo not drawn)	1	26	-7	101	-13	16	-4	-3.9	99
O=C(/C=C/c1ccc2c(c1)OCO2)NCc1ccco1	-1	2	9	96	-2	4	4	0.5	100
COc1ccc2nc(NC(=O)CCn3cccc3)sc2c1	0	3	-2	100	-3	-8	-4	-1.0	105
CCN(CC)C(=O)Cn1nnc(-c2ccc(S(C)(=O)=O)cc2)n1	2	-12	10	103	-2	4	-3	1.3	101
Cc1ccc(S(=O)(=O)NC(N)=NCCc2ccccc2)cc1C	3	22	-8	96	-12	-29	-4	-1.8	98
COc1ccc(C(=O)NC(=S)Nc2ccc(N3CCCC3)cc2)cc1	1	5	11	103	1	3	-8	1.5	102
CSc1ccc(/C=C/C(=O)NC(=O)c2ccccc2O)cc1	1	17	17	116	-7	14	0	12	128*
COc1cccc(-c2nc3ccc(O)cc3c(=O)o2)c1	6	6	2	111	-2	10	2	-2.1	109
Clc1nc2ccccc2nc1-c1ccccc1	2	9	-11	103	-4	-6	-2	-1.7	104
Cc1cc(NC(c2cccnc2)c2ccc3cccnc3c2O)no1 (stereo not drawn)	-7	-70	-7	95	-7	10	-1	-1.4	90
Cc1cc(C)n(CCCNC(=O)Cn2nnnc2CN2C[C@@H](C)O[C@@H](C)C2)n1	1	0	7	98	-5	11	-6	0.1	98
CC(C)NC(=O)c1ccc2c(c1)N(CC(=O)Nc1ccccc1F)C(=O)C(C)(C)O2	7	-7	0	103	-10	4	-7	-2.0	98
O=c1[nH]cc(-c2ccc(Br)cc2)n1Cc1ccccc1	5	13	-2	98	-13	-11	-11	-2.0	97
Cc1nnc(SCC(=O)Nc2cc(Cl)ccc2Cl)n1CC1CCCO1 (stereo not drawn)	-1	3	1	101	-18	3	-10	0.2	104
O=c1c2ccccc2nnn1CCN1CCOCC1	8	4	12	104	-1	9	-1	-0.8	108
Cc1ccccc1N1C(=O)C2C3CCC(O3)C2C1=O (stereo not drawn)	0	13	-4	100	-1	-5	-4	1.0	101
O=C(N/N=C1/CC2C=CCC12)c1ccco1 (stereo not drawn)	-1	1	17	105	0	4	-1	1.9	103
COCCNC(=O)CN(C(=O)CCC(=O)Nc1cc(C)on1)c1ccc(C)cc1C	-1	-1	7	98	-28	20	-3	-0.1	98
CCN(CC)CCN1C(=O)C(=O)/C(=C(/O)c2ccc(S(=O)(=O)N3CCOCC3)cc2)C1c1ccc(C(C)C)cc1 (stereo not drawn)	2	2	14	103	-26	2	7	-0.8	102
O=C(O)c1ccc2c(=O)n3c(nc2c1)/C(=C/c1ccc(C(F)(F)F)cc1)CC3	5	22	20	110	-7	-37	-9	-3.7	108
Cc1cc(-c2ccc([N+](=O)[O-])cc2)nc2ccccc12	-3	-6	-5	83	7	3	-1	-2.9	88
Cc1ccc(C(=O)O/N=C2\CCS(=O)(=O)c3sccc32)cc1	3	-5	1	106	1	3	-3	-0.6	107
Cc1ccccc1-n1c(Cn2c(=O)sc3ccccc32)nnc1SCC(=O)N1CCOCC1	3	4	-11	104	-28	10	0	-3.2	103
CC(C)N1C(=S)N(Cc2ccco2)C(=O)C1CC(=O)Nc1ccccc1 (stereo not drawn)	0	-4	8	104	-10	5	-3	17	103
CCCC(=O)Nc1cc(=O)n(C)c(=O)n1C	3	8	6	102	-1	2	0	2.6	104

A second format for 14 compounds above.
compound | MEKK2mut PB1 HTS | UBC9 SUMO inh | NS3 helicase inh | MEKK2 WT-MEK5 | FID counter | CRFBP-R2 block | GalR3 antagonist | CRFR2-BP ag | MEKK3 PB1 HTS
CC(C)NC(=O)c1ccc2c(c1)N(CC(=O)Nc1ccccc1F)C(=O)C(C)(C)O2 | 7 | -7 | 0 | 103 | -10 | 4 | -7 | -2.0 | 98
O=c1[nH]cc(-c2ccc(Br)cc2)n1Cc1ccccc1 | 5 | 13 | -2 | 98 | -13 | -11 | -11 | -2.0 | 97
Cc1nnc(SCC(=O)Nc2cc(Cl)ccc2Cl)n1CC1CCCO1 (stereo not drawn) | -1 | 3 | 1 | 101 | -18 | 3 | -10 | 0.2 | 104
O=c1c2ccccc2nnn1CCN1CCOCC1 | 8 | 4 | 12 | 104 | -1 | 9 | -1 | -0.8 | 108
Cc1ccccc1N1C(=O)C2C3CCC(O3)C2C1=O (stereo not drawn) | 0 | 13 | -4 | 100 | -1 | -5 | -4 | 1.0 | 101
O=C(N/N=C1/CC2C=CCC12)c1ccco1 (stereo not drawn) | -1 | 1 | 17 | 105 | 0 | 4 | -1 | 1.9 | 103
COCCNC(=O)CN(C(=O)CCC(=O)Nc1cc(C)on1)c1ccc(C)cc1C | -1 | -1 | 7 | 98 | -28 | 20 | -3 | -0.1 | 98
CCN(CC)CCN1C(=O)C(=O)/C(=C(/O)c2ccc(S(=O)(=O)N3CCOCC3)cc2)C1c1ccc(C(C)C)cc1 (stereo not drawn) | 2 | 2 | 14 | 103 | -26 | 2 | 7 | -0.8 | 102
O=C(O)c1ccc2c(=O)n3c(nc2c1)/C(=C/c1ccc(C(F)(F)F)cc1)CC3 | 5 | 22 | 20 | 110 | -7 | -37 | -9 | -3.7 | 108
Cc1cc(-c2ccc([N+](=O)[O-])cc2)nc2ccccc12 | -3 | -6 | -5 | 83 | 7 | 3 | -1 | -2.9 | 88
Cc1ccc(C(=O)O/N=C2\CCS(=O)(=O)c3sccc32)cc1 | 3 | -5 | 1 | 106 | 1 | 3 | -3 | -0.6 | 107
Cc1ccccc1-n1c(Cn2c(=O)sc3ccccc32)nnc1SCC(=O)N1CCOCC1 | 3 | 4 | -11 | 104 | -28 | 10 | 0 | -3.2 | 103
CC(C)N1C(=S)N(Cc2ccco2)C(=O)C1CC(=O)Nc1ccccc1 (stereo not drawn) | 0 | -4 | 8 | 104 | -10 | 5 | -3 | 17 | 103
CCCC(=O)Nc1cc(=O)n(C)c(=O)n1C | 3 | 8 | 6 | 102 | -1 | 2 | 0 | 2.6 | 104

Later entries.
SMILES	MEKK2mut PB1 HTS	UBC9 SUMO inh	NS3 helicase inh	MEKK2 WT-MEK5	FID counter	CRFBP-R2 block	GalR3 antagonist	CRFR2-BP ag	MEKK3 PB1 HTS
Cn1ccsc1=NC(=O)c1ccc([N+](=O)[O-])o1	13	15	4	107	-3	0	-2	-1.5	106
Cc1ccccc1N=Nc1c(C)[nH]n(C(N)=S)c1=O	-1	-10	6	97	-2	-10	-3	-2.2	100
CC(C)CCOc1ccc(/C=C2\CCn3c2nc2cc(C(=O)O)ccc2c3=O)cc1	-4	45	-12	99	-3	-2	-2	-0.5	102
COCCCNC(=O)CSC1=Nc2ccccc2C2=NC(c3ccccc3)C(=O)N12 (stereo not drawn)	-1	5	2	100	-6	21	-3	-2.5	121
CCOC(=O)C1(CCOC)CCN(C(=O)Cc2ccsc2)CC1	11	7	3	112	-8	10	-11	-1.8	105
COc1ccc(Cl)cc1S(=O)(=O)N1CCN(C(=O)COc2ccccc2)CC1	-2	15	13	100	-13	1	2	-2.4	98
CCOC(=O)c1cc(CC)sc1NC(=O)COc1ccc2c(C)cc(=O)oc2c1	0	9	5	99	-2	1	0	0.6	99
CC(C)NC(=O)CC(=O)N/N=C\c1ccccc1C(=O)O	2	17	-3	99	3	-14	-1	0.4	107
COc1ccc(CNc2ccc(S(N)(=O)=O)cc2)c(OC)c1OC	2	18	-8	101	2	9	-5	-2.2	98
COC(CNC(=O)CNC(=S)N(Cc1ccccc1)Cc1cccs1)OC	-9	0	4	89	-25	-1	5	-2.9	97
Cc1ccc(NC(=O)c2cc(C)nn2-c2ccccc2)cc1	11	-1	-8	110	-8	1	-2	-1.2	108
CCC1=NN(C(=O)c2cccnc2)C(O)(C(F)(F)F)C1 (stereo not drawn)	-2	3	4	99	-6	-23	0	1.3	103
CCOC(=O)C1(CCOc2ccccc2)CCN(Cc2cccn2-c2ncccn2)CC1	6	17	-11	105	12	-8	-6	-1.2	104
COc1ccc(C(CCc2ccc(C)o2)NC(=O)Nc2ccc(OC)cc2OC)cc1 (stereo not drawn)	6	-28	8	106	-6	21	-6	-0.8	105
CC(C)N1CC23C=CC(O2)C(C(=O)OCc2ccccc2)C3C1=O (stereo not drawn)	3	-13	-5	106	-2	11	1	-2.4	102
c1cc(C2CCCCC2)ccc1Oc1nc(N2CCOCC2)nc(N2CCOCC2)n1	1	14	-4	98	0	-14	-3	2.6	100
COC(=O)c1ccccc1NC(=O)NCc1ccc2c(c1)OCO2	-13	-7	0	83	-5	10	-2	-0.8	80
CCn1c(SCC(=O)Nc2ccc(Br)cc2)nc2sc3c(c2c1=O)CCN(C)C3	4	1	-26	110	21	2	-1	0.0	99
CC(NC(=O)Cn1cnc([N+](=O)[O-])n1)c1ccccc1 (stereo not drawn)	0	15	-3	102	0	19	1	-1.7	101
CCc1ccc(NC(=O)CSc2nnc(CNC(=O)c3ccc(OC)cc3)o2)cc1	3	12	-7	106	-27	-8	-8	0.5	103
COc1ccccc1CC(=O)Nc1ccc(-c2nnc(-c3ccco3)o2)cc1	-2	42	-7	98	-23	17	-6	-5.0	100
CC(Sc1ccc(Cl)cc1)C(=O)NNC(=O)c1ccccc1O (stereo not drawn)	-6	3	-3	94	-13	-1	2	0.0	98
Cn1c(=O)oc2cc(S(=O)(=O)Nc3cccc(C(=O)O)c3)ccc21	1	-2	-5	100	2	7	-1	-1.1	101
Cn1c(SCc2ccccc2)nnc1-c1ccco1	-5	6	11	102	-9	5	5	3.3	104
CCOc1ccccc1NC(=O)/C=C/c1ccccc1[N+](=O)[O-]	-2	-4	8	93	-3	-19	-2	-0.2	97
CCc1ccccc1NC(=O)C1CC(c2ccc(F)cc2)=NO1 (stereo not drawn)	0	10	0	100	-9	25	3	-1.2	93
Cc1onc(-c2ccccc2Cl)c1C(=O)NCc1ccc(N2CCCC2=O)cc1	2	-10	10	104	-23	57*	-1	11	103
CCC(C)C(Nc1ccc(C(=O)OC)cc1[N+](=O)[O-])C(=O)OC (stereo not drawn)	-1	-13	-4	105	2	9	-2	-0.8	116
CCOc1c(Br)cc(/C=C2\C(=O)N(CCC#N)N=C2C)cc1OC	7	79	19	100	-4	18	3	-0.8	114
